# Assay outcomes: PubChem BioAssay, several laboratories
# Scp1 inh: Scp-1 (human) phosphatase inhibition; Recombinant Scp1, phosphopeptide, malachite green phosphate absorbance; Q9GZU7; 340,000 tested, 0.88% active; inhibition, % at 20 µM;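 active means inhibition above about 50% at 20 µM, limit read from the data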;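 further: plate controls were DMSO wells with enzyme for no effect and wells lacking enzyme for full effect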
#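 Material – SCP-1 phosphatase catalytic domain, residues 76-261 · Buffer or medium – Acidic Tris acetate buffer with magnesium and detergent · Also added – Phospho 17-mer peptide substrate · Compound – single 20 µM dose, 1% DMSO · Times – 45 min room-temperature reaction, 5 min colour, 30 min stabiliser · Technique – Phosphate-binding colour reagent, absorbance read at 630 nm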
# SUMO1-SIM PPI: alters human SUMO1 binding to SIM partners. inhibition, % at 20 µM. 360,000 tested, 0.33% active. SUMO1 binding to a labelled peptide, TR-FRET, 1 h. P63165; in the data active means inhibition above about 37%
# Target sequence (P63165 whole entry, looked up): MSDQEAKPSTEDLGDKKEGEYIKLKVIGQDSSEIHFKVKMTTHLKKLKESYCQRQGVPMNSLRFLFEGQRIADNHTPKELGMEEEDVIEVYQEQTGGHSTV
# DNMT1 block: blocks human DNA methyltransferase DNMT1; 360,000 tested, 0.83% active; AID 588458; P26358; DNMT1 molecular beacon, Hinp1I cleavage, fluorescence; inhibition (reported as % activation of signal), % at 10 µM; in the data active means inhibition above about 50%
# NadD block: NadD (S. aureus) enzyme inhibition. purified NadD enzyme, colorimetric absorbance read-out. inhibition, % at 20 µM. 360,000 tested, 0.78% active; in the data active means inhibition above about 26%; further: some compounds past the cut are filed as inactive
# MsrA inh: bovine MsrA inhibition. purified bovine MsrA, absorbance read-out. inhibition, % at 15.5 µM. 360,000 tested, 0.75% active. AID 651718; in the data active means inhibition above about 4.5%;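 further: 0% = vehicle wells with enzyme and 100% = reference inhibitor wells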
# CSN inh: CSN deneddylation inhibition; 360,000 tested, 0.38% active; Q92905; Purified CSN, SCF-Nedd8-OG deneddylation, fluorescence polarization; inhibition, % at 12.5 µM;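 active means pattern-corrected inhibition above about 35%, with an unprinted fluorescence ratio check between 0.5 and 1.5, limit read from the data, passing the limit was not always enough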;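 further: 0% = enzyme with substrate and 100% = substrate without enzyme; some results filed as inactive read as strong as hits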
# Target sequence (Q92905 whole entry, looked up, one chain of several): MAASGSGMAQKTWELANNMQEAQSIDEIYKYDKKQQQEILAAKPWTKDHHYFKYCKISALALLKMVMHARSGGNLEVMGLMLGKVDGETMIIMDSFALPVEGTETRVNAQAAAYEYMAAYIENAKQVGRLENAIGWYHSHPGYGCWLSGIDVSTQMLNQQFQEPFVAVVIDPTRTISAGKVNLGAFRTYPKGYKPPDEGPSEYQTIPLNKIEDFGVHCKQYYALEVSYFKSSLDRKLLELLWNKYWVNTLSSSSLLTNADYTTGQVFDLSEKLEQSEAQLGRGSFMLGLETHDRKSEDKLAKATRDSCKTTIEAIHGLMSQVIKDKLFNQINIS
#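 Material: human Csn5 produced in HEK293T cells; Input: enzyme 0.24 nM; Reagent: SCFSkp2-Nedd8OG substrate at 10 nM final; Dosing: 12.5 µM compound; Incubation: 90 min reaction at room temperature; Detection: fluorescence polarization of the substrate; Evaluation: % inhibition of substrate cleavage by Csn5; Control set: substrate-only high control, full reaction low control.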
# LMPTP block: LMPTP (human) inhibition; P24666; recombinant LMPTP-A, OMFP fluorogenic substrate, fluorescence intensity; inhibition, % at 20 µM; 360,000 tested, 0.22% active; AID 651560;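 active means compounds that cut the enzyme signal by at least half of the control window in the single-dose screen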;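 further: plate controls were DMSO wells with enzyme plus substrate for no effect and substrate without enzyme for full effect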
#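 test system = LMPTP-A | amount = 0.625 nM LMPTP-A final | reagent = fluorogenic phosphatase substrate OMFP at 400 µM final | incubation = 50 min at room temperature | benchmarks = no-enzyme low control, uninhibited high control | medium = Bis-Tris pH 6.0, DTT, detergent | signal = fluorescence intensity of OMFP turnover product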
# Rpn11 block: Rpn11 (human) deubiquitinase inhibition; O00487; human 26S proteasome, Ub4-pepOG fluorescence polarization; 20S core pre-blocked with epoxomicin; calls only at 20 µM; 360,000 tested, 0.59% active;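 active means inhibition at 20 µM, scaled to each plate's controls, above about 33%, limit read from the data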
# STEP block: blocks human striatal-enriched tyrosine phosphatase. P54829. recombinant STEP, OMFP fluorogenic substrate, fluorescence. inhibition, % at 20 µM. 360,000 tested, 0.25% active. AID 588621;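 active means inhibition at 20 µM, scaled per plate between control wells, above about 37%, limit read from the data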;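 further: 0% = DMSO with enzyme and substrate and 100% = substrate only without enzyme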
# Target sequence (P54829 whole entry, looked up): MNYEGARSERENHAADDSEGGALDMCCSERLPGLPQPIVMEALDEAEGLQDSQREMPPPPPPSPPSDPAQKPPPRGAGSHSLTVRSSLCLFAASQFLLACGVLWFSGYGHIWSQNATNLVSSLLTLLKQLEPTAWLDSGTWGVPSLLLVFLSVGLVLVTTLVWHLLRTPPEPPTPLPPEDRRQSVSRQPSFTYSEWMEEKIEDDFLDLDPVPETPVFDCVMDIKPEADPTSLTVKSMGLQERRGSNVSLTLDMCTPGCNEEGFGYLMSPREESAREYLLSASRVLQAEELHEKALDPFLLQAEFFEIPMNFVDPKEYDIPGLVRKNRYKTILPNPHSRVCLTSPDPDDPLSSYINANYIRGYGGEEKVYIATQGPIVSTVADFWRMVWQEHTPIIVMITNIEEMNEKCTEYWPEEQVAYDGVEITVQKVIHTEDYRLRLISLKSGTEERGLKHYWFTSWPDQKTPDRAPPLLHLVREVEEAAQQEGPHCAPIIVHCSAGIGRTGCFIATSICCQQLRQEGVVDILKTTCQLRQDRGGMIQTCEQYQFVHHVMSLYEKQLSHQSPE
#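 System: isolated STEP enzyme; schedule: 20 min enzyme reaction at room temperature, protected from light; medium: Bis-Tris buffer pH 6.0, 2.5 mM DTT, 0.005% Tween 20; signal: fluorescence, 480/540 nm; dosing: single compound dose of 20 µM, 1% DMSO final; also added: OMFP substrate, 25 µM final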
# TbMetRS inhib: Trypanosoma brucei MetRS inhibition. purified T. brucei MetRS, ATP depletion, Kinase-Glo luminescence. 360,000 tested, 0.4% active. inhibition, % at 11.9 µM. AID 624268;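 active means inhibition above a per-plate cutoff of the control wells' mean inhibition plus 3 SD, cut at about 5.5% in these data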;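 further: 0% = DMSO wells median and 100% = median of wells with control inhibitor compound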
#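 Material: parasite MetRS enzyme / Replication: singlicate, one well per compound / Signal: luminescence of leftover ATP / Schedule: 2 h aminoacylation at 25 °C after 15 min preincubation / Medium: HEPES-MgCl2-KCl buffer plus DTT, spermine, BSA, pyrophosphatase / Doses: 11.9 µM single point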
# * = called active by the depositor; i = inactive; . = no result given; & = joins results of further samples.
Scp1 inh	SUMO1-SIM PPI	DNMT1 block	NadD block	MsrA inh	CSN inh	LMPTP block	Rpn11 block	SMILES	STEP block	TbMetRS inhib
.	1	0	4	0.3	4	-2.2	i	CCc1nc2ccc(C(=O)N(C)CCCN(C)C)cn2c1N(C)C(=O)C1CCCCC1	0	-0.1
-6	5	0	6	0.6	0	0.1	i	CCCCCCc1nc(C(N)=O)c2[nH]c(=O)n(-c3ccc(OC)cc3OC)c2n1	-2	-1.1
-14	-15	-5	0	0.8	-4	0.8	i	CC(=O)C1C(=O)c2c(cccc2[N+](=O)[O-])C1=Nc1cccc(Cl)c1 (configuration not stated)	0	0.0
26	4	31	-7	1.3	6	29	i	CCOC(=O)C(=O)N/N=C/c1ccco1	30	0.7
.	-2	-1	-7	-0.9	-8	-2.2	i	COCOCCn1cc(CN2CCS(=O)(=O)N(Cc3ccc(-c4ccc(F)nc4)cc3)C(C)C2=O)nn1 (configuration not stated)	-4	-0.5
-8	-3	0	-2	-0.9	-6	0.7	i	O=C(COC(=O)/C=C/c1ccc(OC(F)F)cc1)NC(=O)NC1CCCCC1	0	-0.1
-5	0	6	-4	2.8	2	0.3	i	COc1cc2c(cc1NC(=O)COC(=O)C1CC(=O)N(Cc3ccco3)C1)oc1ccccc12 (configuration not stated)	-2	-0.3
-5	3	-1	-4	1.2	-2	-1.7	i	CC(C)(C)OC(=O)NCc1n[nH]c(=S)n1C1CC1	0	-0.2
1	3	-1	6	0.2	-6	-1.0	i	Cc1ccc2cc(CN(C(=O)c3ccco3)c3ccccc3C)c(=O)[nH]c2c1	-2	-0.5
-8	-4	-5	2	0.6	-1	1.9	i	CCOC(=O)N1CCc2c(sc(NC(=O)C3COc4ccccc4O3)c2C(N)=O)C1 (configuration not stated)	0	0.6
-3	2	3	1	2.2	6	0.2	i	CCOc1ccc(-c2nn[nH]n2)cc1OCC	2	0.4
-6	-3	0	-7	0.4	2	-3.2	i	c1ccc(COCC2CCNCC2)cc1	-1	-0.3
-4	5	4	-3	1.7	0	-2.2	i	CCCC(NC(=O)Cc1c(C)c2c(cc(C)c3c(C)coc32)oc1=O)C(=O)O (configuration not stated)	0	-0.4
-6	3	1	-4	2.6	-2	-1.2	i	Cc1cccc(NC(=O)CN(CC2CCCO2)C(=O)c2ccc(S(C)(=O)=O)cc2)c1C (configuration not stated)	1	-0.1
-5	-2	2	1	-1.4	6	0.2	i	Cc1cnc(C(=O)OC(C)C(=O)Nc2ccc(Cl)cn2)cn1 (configuration not stated)	-2	-0.4
-12	-8	-8	6	2.4	0	1.3	i	CCn1cc([N+](=O)[O-])c(C(=O)N2N=C(c3ccc(O)c(OC)c3)CC2c2ccccc2O)n1 (configuration not stated)	-1	1.0
0	1	1	3	1.1	7	0.1	i	Cc1cccc(NC(=S)NNC(=O)CCn2nc(C)c([N+](=O)[O-])c2C)c1	-1	-1.4
-8	-4	-3	-3	0.4	-2	0.1	i	O=C(CCCSc1nc2ccccc2s1)Nc1nccs1	-2	-0.5
.	14	.	2	-0.5	-6	-0.8	.	O=C1c2ccccc2C(c2nnnn2Cc2ccccc2)N1CCCN1CCOCC1 (configuration not stated)	.	0.0
-5	0	1	9	0.0	6	-1.0	i	CCOc1ccccc1NC(=O)CSc1nnc(-c2ccco2)n1Cc1ccco1	-3	-0.3

# Given with values under each structure: part of the list above.
# Sequence of screens: Scp1 inh | SUMO1-SIM PPI | DNMT1 block | NadD block | MsrA inh | CSN inh | LMPTP block | Rpn11 block | STEP block | TbMetRS inhib
c1ccc(COCC2CCNCC2)cc1
  -6 | -3 | 0 | -7 | 0.4 | 2 | -3.2 | i | -1 | -0.3
CCCC(NC(=O)Cc1c(C)c2c(cc(C)c3c(C)coc32)oc1=O)C(=O)O (configuration not stated)
  -4 | 5 | 4 | -3 | 1.7 | 0 | -2.2 | i | 0 | -0.4
Cc1cccc(NC(=O)CN(CC2CCCO2)C(=O)c2ccc(S(C)(=O)=O)cc2)c1C (configuration not stated)
  -6 | 3 | 1 | -4 | 2.6 | -2 | -1.2 | i | 1 | -0.1
Cc1cnc(C(=O)OC(C)C(=O)Nc2ccc(Cl)cn2)cn1 (configuration not stated)
  -5 | -2 | 2 | 1 | -1.4 | 6 | 0.2 | i | -2 | -0.4
CCn1cc([N+](=O)[O-])c(C(=O)N2N=C(c3ccc(O)c(OC)c3)CC2c2ccccc2O)n1 (configuration not stated)
  -12 | -8 | -8 | 6 | 2.4 | 0 | 1.3 | i | -1 | 1.0
Cc1cccc(NC(=S)NNC(=O)CCn2nc(C)c([N+](=O)[O-])c2C)c1
  0 | 1 | 1 | 3 | 1.1 | 7 | 0.1 | i | -1 | -1.4
O=C(CCCSc1nc2ccccc2s1)Nc1nccs1
  -8 | -4 | -3 | -3 | 0.4 | -2 | 0.1 | i | -2 | -0.5
O=C1c2ccccc2C(c2nnnn2Cc2ccccc2)N1CCCN1CCOCC1 (configuration not stated)
  . | 14 | . | 2 | -0.5 | -6 | -0.8 | . | . | 0.0

# Next section.
Scp1 inh	SUMO1-SIM PPI	DNMT1 block	NadD block	MsrA inh	CSN inh	LMPTP block	Rpn11 block	SMILES	STEP block	TbMetRS inhib
-8	1	78*	-1	-0.4	0	0.1	i	COc1ccc(N2CCN(C(CNC(=O)C(=O)NCCc3c[nH]c4ccccc34)c3ccco3)CC2)cc1 (configuration not stated)	-3	-0.2
2	3	-3	-2	0.0	-6	0.5	i	CCC1Nc2ncnc(N3CCN(c4ccccn4)CC3)c2N(Cc2ccc(Cl)cc2)C1=O (configuration not stated)	3	-0.4
-8	3	4	2	0.3	-1	-0.6	i	Cc1ccc(C)c(NC(=O)c2ccc3c(=O)n4c(nc3c2)CCC4)c1	0	-0.1
-2	8	2	-1	-0.9	-1	-0.7	i	CCOC(=O)C1=C(C)NC(=O)NC1/C=C\c1ccccc1 (configuration not stated)	2	0.0
0	3	-1	3	-0.1	6	-1.1	i	CS(=O)(=O)N1CCC(C(=O)Nc2ccc3c(c2)OCO3)CC1	0	-0.6
-4	-2	4	-7	-0.6	-4	-1.1	i	COc1ccc(NC(=O)CC2(Cc3ccccc3)CCOC(C)(C)C2)cc1 (configuration not stated)	-3	-0.7
5	1	1	4	-0.3	4	-0.3	i	CCOC(=O)C1CCN(C(=O)Nc2ccccc2Cl)CC1	2	-0.6
6	-1	7	-1	0.8	-3	0.0	i	O=C(Cn1c2ccccc2c2nc3n(c(=O)c21)CCS3)Nc1ccccc1C(F)(F)F	-1	-1.5
-8	-4	0	-7	0.8	-4	3.4	i	CC(=O)CCc1ccc(OCC(=O)Nc2cccc(S(=O)(=O)N(C)c3ccccc3)c2)cc1	2	-0.2
-8	2	-2	-2	-1.3	3	1.7	i	N#CCCn1nc(-c2ccccc2)cc1Nc1ccccc1NC(=O)C(F)(F)F	-2	-0.5
9	-4	-1	1	0.5	3	0.0	i	CCN(CC)c1ccc(S(=O)(=O)N2CCOCC2)cc1NC(=O)CNCc1ccccc1	1	-0.5
-1	-33	-1	-5	0.5	2	0.0	i	CC(C)C(NS(=O)(=O)c1cccc2nsnc12)C(=O)N1CCCCC1 (configuration not stated)	0	-0.4
-5	-8	-1	-5	2.4	4	-0.7	i	CC1CN(C(=O)/C=C/c2ccccc2Cl)CC(C)O1 (configuration not stated)	-3	-0.1
-6	1	-9	-3	-0.1	5	1.4	i	CC(C)c1ccc(Oc2cccc(C(=O)/C(C#N)=C/N(C)C)c2)cc1	0	0.1
-11	1	3	-8	-1.4	1	-1.2	i	CC(C)CC(=O)Nc1sc2c(c1C(=O)O)CCCCC2	-1	-0.6
-4&-2	-2&1	-3&2	1&3	-1.1&-0.2	2&-7	-1.4&0.3	i	Cc1nnc(NC(=O)NC(C)N2C(=O)C3C4C=CC(C4)C3C2=O)s1 (configuration not stated)	0&1	-0.6&0.4
-5	-1	-3	-7	1.3	-17	-1.7	i	COc1ccc(C)cc1NC(=O)CNc1ccc(C(C)=O)cc1	-1	-1.0
-1	-3	-9	1	1.4	-5	1.1	i	CCCCn1c(N)c(NCc2ccccc2OC)c(=O)[nH]c1=O	-1	0.2
-9	2	5	7	0.8	-1	0.2	i	COc1ccc(C(=O)c2ncc(C(F)(F)F)cc2Cl)cc1	1	0.8
-11	-2	1	4	-1.6	3	-0.8	i	O=C(Cc1cccc(NC(=O)C2CCN(C(=O)C3CC3)CC2)c1)Nc1cccc(C(=O)N2CCOCC2)c1	0	0.8
-9	-9	-2	0	-1.0	-2	1.9	i	COC(=O)c1c(NC(=O)c2ccccc2OC)sc(C(=O)N2CCOCC2)c1C	1	-0.3
4	-4	-1	-5	-0.8	2	0.2	i	O=C(CN1C(=O)NC2(CCCC2)C1=O)Nc1nc(-c2ccc(F)c(F)c2)cs1	6	-0.4
-2	2	16	1	0.4	0	-0.2	i	C=C(C)C(=O)N1CC2(CC(c3cccc(NC(=O)COc4ccc(Cl)cc4)c3)=NO2)C[C@@H]1C(N)=O (some centres not stated)	1	0.1
-11	5	-5	-7	-0.3	-2	1.9	i	Cc1ccc(NC(=O)c2oc3ccccc3c2NC(=O)C2CC2)cc1	-1	0.1
-13	2	-3	-10	0.4	2	2.3	i	CC(C)c1ccc(NC(=O)c2ccc3c(c2)CCN3S(C)(=O)=O)cc1	-1	-0.3
-7	3	-3	6	0.3	2	0.5	i	CCCN1C(=O)c2cc(C(=O)Nc3ccc(OC)c(OC)c3)ccc2C1Nc1ccc(OC)c(OC)c1 (configuration not stated)	0	-0.5
1	-2	33	9	0.1	-11	-2.0	i	Cc1sc(NC(=O)Cn2c(=O)oc3ccccc32)nc1-c1ccc(Cl)cc1	0	-1.3
-2	1	0	-5	0.0	-1	-0.8	i	CCOc1ccc(NC(=O)CCN2CCN(S(=O)(=O)c3ccc(F)cc3)CC2)cc1	2	0.3
16	-6	27	-4	0.8	8	5.5	i	Cc1cc(NS(=O)(=O)c2ccc(NC(=O)COc3ccccc3[N+](=O)[O-])cc2)no1	6	-0.1
-7	1	-1	-5	1.7	-2	-2.2	i	CCn1c(NCCCO)nc2c(c1=O)C(C)(CC)Cc1ccccc1-2 (configuration not stated)	-1	0.0
30	-5	7	5	0.3	-3	-0.5	i	C/C(=N/NC(=O)CNC(=O)/C=C/c1ccco1)c1ccc(Cl)cc1	-3	0.2

# This is a random part of the collection; about 3.9% have a hit in one of these screens.
